# FEN1 inh: inhibitors of human flap endonuclease 1; P39748; Recombinant FEN1 flap cleavage, fluorescence, 15 min; Potency, µM (doses to about 114 µM), for the others: top-dose activity change, negative = inhibition, most hits filed as inhibitors; 390,000 tested, 0.35% active; note: nearly all actives have a fitted effect of over 65% in size
# Target sequence (P39748 whole entry, looked up): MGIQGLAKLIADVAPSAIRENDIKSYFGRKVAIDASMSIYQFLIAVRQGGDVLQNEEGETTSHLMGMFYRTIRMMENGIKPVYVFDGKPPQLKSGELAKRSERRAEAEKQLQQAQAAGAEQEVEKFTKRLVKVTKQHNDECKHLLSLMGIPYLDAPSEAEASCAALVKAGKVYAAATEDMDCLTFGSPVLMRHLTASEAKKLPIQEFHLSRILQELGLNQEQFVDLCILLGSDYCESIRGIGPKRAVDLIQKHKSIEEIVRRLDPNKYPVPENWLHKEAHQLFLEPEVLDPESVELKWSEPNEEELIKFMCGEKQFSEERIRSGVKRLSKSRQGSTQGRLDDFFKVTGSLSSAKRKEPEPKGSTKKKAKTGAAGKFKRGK
#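 Read-out was taken twice, immediately and after 15 min, following addition of 50 nM substrate to 10 nM FEN1 that had sat with test compound for 15 min at room temperature. Curves came from a four-parameter Hill model.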
# N370S GC: inhibitors or activators of N370S glucocerebrosidase for Gaucher disease | N370S GC spleen homogenate, 4MU-glucoside fluorescence | 330,000 tested, 0.092% active | AID 2101 | Potency, µM (titrated, usually from 59.4 µM), inactives show at the highest dose activity change, negative = inhibition, most hits filed as inhibitors | P04062;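 note: 0% = full enzyme activity and -100% = no enzyme basal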
# TDP1 block: inhibitors of human tyrosyl-DNA phosphodiesterase TDP1; Q9NUW8; recombinant TDP1, AlphaScreen DNA substrate cleavage; Potency, µM (series often up to 130 µM), for inactives: at the top dose activity change, negative = inhibition, hits mostly inhibitors; 350,000 tested, 0.28% active; note: nearly all actives have a fitted effect of over 40% in size
# Target sequence (Q9NUW8 whole entry, looked up): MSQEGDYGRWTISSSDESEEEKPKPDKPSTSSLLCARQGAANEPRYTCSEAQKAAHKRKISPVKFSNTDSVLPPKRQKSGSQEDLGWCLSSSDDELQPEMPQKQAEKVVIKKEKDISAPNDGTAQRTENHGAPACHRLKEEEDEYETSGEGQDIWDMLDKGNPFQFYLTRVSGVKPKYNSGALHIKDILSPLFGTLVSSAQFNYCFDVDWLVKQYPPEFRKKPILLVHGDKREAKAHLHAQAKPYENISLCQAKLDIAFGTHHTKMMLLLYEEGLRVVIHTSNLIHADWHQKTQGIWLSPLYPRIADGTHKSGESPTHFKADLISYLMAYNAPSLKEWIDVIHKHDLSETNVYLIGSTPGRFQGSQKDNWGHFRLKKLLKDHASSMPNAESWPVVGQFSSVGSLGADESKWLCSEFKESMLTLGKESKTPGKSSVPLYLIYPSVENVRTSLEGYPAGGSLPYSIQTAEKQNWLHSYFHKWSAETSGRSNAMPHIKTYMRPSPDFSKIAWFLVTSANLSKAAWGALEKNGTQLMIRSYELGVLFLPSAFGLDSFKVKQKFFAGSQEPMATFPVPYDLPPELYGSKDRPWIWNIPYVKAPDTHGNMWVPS
#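 Recombinant E. coli-expressed Tdp1 (1 nM) preincubated with compound 15 min at RT, then 5'-biotin/3'-phosphotyrosine-FITC DNA substrate (15 nM) added for 5 min. AlphaScreen beads (10 ug/ml) added, 10 min RT; tyrosine-FITC cleavage read as signal loss.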
# * marks the source's active call; other numbers are inactive results; ? = inconclusive; / = no result given; & = joins results of further samples; [ ] = dose if it differs, or a comment. Calls come from the whole dose curve; as a rule, active = well fitted curve in the direction sought with a large enough effect; inconclusive = small, poorly fitted or top-dose-only effect, or another doubt; inactive = no such curve, though single readings can be large; an effect the other way counts as inactive or inconclusive. Unless noted, % is set by controls: 0 for no effect and ±100 for the full control effect; potency is the fitted concentration of half-maximal effect.
FEN1 inh	N370S GC	TDP1 block	Structure
2%	1%	-4%	Cc1cc(NC(=O)CSc2nc(-c3ccc(Br)cc3)nc3c2c(=O)n(C)c(=O)n3C)no1
-19%	-11%	3%	COc1cc(NC(=O)c2sc3nc(C)nc(N4CCOCC4)c3c2C)cc(OC)c1OC
0%&-3%	-12%	/	[N-]=[N+]=NCCN1CCN(Cc2ccccc2)CCC1=O
27%	1%	7%	CN(C)c1cc[n+](Cc2ccccc2)cc1
0%	/	1%	COCCCNC(=O)CSc1nc2c(sc3ccccc32)c(=O)n1CCc1ccccc1
-1%	-6%	-1%	O=C1CC(C(=O)O)c2ccccc2N1 (stereo not drawn)
11%	-14%	3%	CCc1nnc(NC(=O)CCC(=O)N2CCN(C3c4ccccc4-c4ccccc43)CC2)s1
-11%	-9%	-15%	C=CCSc1nnc(NC(=O)C2=COCCO2)s1
-4%	5%	3%	Cc1ccc(C)c(Nc2nc(N)c3ccccc3n2)c1
12%	-2%	0%	CCOc1ccc(NC(=O)CNC(=O)c2nn(-c3ccc(OC)c(OC)c3)c(=O)c3ccccc23)cc1
14%	3%	/	CC(C)(C)OC(=O)NN1CC(=O)N2[C@@H](Cc3c([nH]c4ccccc34)C2(C)C)C1=O
-7%	4%	-1%	CCCC(=O)Nc1nnc(Sc2ccc(N(C)C)cc2)s1
7%	15%	-2%	O=C(NCc1ccccc1)C12CC3CC(CC(C3)C1)C2
1%	-15%	1%	O=C(CN1CCOCC1)Nc1cc(C(F)(F)F)ccc1Cl
0%	-1%	2%	CCC(C)(C)n1nnnc1C(c1ccc(F)cc1)N1CCC(C(N)=O)CC1 (stereo not drawn)
-3%	9%	/	Cc1ccc(CNC(=O)c2ccc(OCC(C)C)cc2)n1C
0%	/	2%	Cc1ccc(CCNC(=O)c2c(C)oc3ncnc(N4CCOCC4)c23)cc1
?	6%	4%	Cn1c(=O)c(=O)n(C)c2cc(N3CCCC3)c(NS(=O)(=O)c3ccc(Cl)cc3)cc21
6%	2%	/	COc1cccc(CN2CCN(CCCc3ccccc3)C(CCO)C2)c1O (stereo not drawn)
10%	/	0%	CCCCOC(=O)c1ccc(NC(=O)CSc2nc3c(c(=O)[nH]2)CCC3)cc1
-12%	/	0%	O=C(COc1ccc(-n2cnnn2)cc1)Nc1ccc(F)c(Cl)c1
-7%	0%	/	COc1ccc(C#Cc2ccc3c(c2)c(=O)c2ccccc2n3C)cc1
0%	?	7%	COc1ccccc1Cn1c(-c2ccccc2OC)nc2ccccc21
0%	-15%	-9%[0.505 µM]	O=C(COc1ccc(C(=O)NCCN2CCOCC2)cc1)Nc1cccc(C(F)(F)F)c1
28µM*	-6%	/	O=C(O)c1ccc2nc(-c3cc4cccc(O)c4oc3=O)[nH]c2c1
-6%	/	5%	CCc1ccccc1NC(=O)Cn1ncc2c(C)n(Cc3ccccc3F)c(C)c2c1=O
-3%	2%	4%	CCOc1ccccc1NC(=O)c1cc2ccccc2oc1=O
2%	4%	2%	CCC(=O)Nc1sc2c(c1C#N)CCC2
1%	-9%	8%	O=C(CNC(=O)c1ccccc1)N/N=C/c1cn[nH]c1-c1ccccc1
9%	17%	-2%	COc1cccc(Sc2cc(N3CCOCC3)nc(-c3ccccc3)n2)c1
10%	14%	-1%	CSc1nnc(-c2ccccc2)c(-c2ccccc2)n1
6%	-24%	-3%	Cc1cc(/C=C2\SC(=O)N(CC(=O)Nc3ccccc3F)C2=O)c(C)n1C
5%	1%	/	COc1cccc(N2CCN(C(=S)Nc3ccc(C)cc3C)CC2)c1
-10%	-13%	-5%[0.0935 µM]	O=C(Nc1ccccc1F)Nc1cc(Cl)ccc1-n1cncn1
1%	14%	4%	O=C(Nc1nc2c(c(=O)[nH]1)CCCC2)C1CC1
-2%	8%	3%	S=C(NCc1ccccc1)Nc1ccc(Cl)cc1
-6%	4%	/	N#Cc1ccccc1CCN1C(=O)c2ccccc2C1=O
-16%	-2%	9%	CN1C(=O)C2(c3ccccc31)N(C)CC(c1ccccc1)C21SC(=S)N(Cc2ccco2)C1=O (stereo not drawn)
-2%	5%	-4%	Fc1ccc(CO/N=C2\CCCc3nonc32)cc1
14%	-3%	/	O=C(COC(=O)c1nc(Cl)ccc1Cl)NCCc1ccccc1
-8%	6%	1%	CC1CCN(Cc2ccc(NC(=O)CC3Oc4ccccc4NC3=O)cc2)CC1 (stereo not drawn)
/	24%	-8%[56.1 µM]	Cc1cccc(-c2cc(=O)c3cc(Br)ccc3o2)c1
-2%	?	/	COCCNC(=O)/C(C#N)=C/c1c(N2CCN(C)CC2)nc2c(C)cccn2c1=O
0%	5%	3%	CCc1ccc(NC(=O)c2cnn(-c3ccccc3)c2C2CCNCC2)cc1
-20%	9%	-5%	c1coc(C2=Nc3cccc4cccc(c34)N2)c1
-22%	/	4%	CCOC(=O)Cn1c(=O)n(-c2cccc(Cl)c2)c2nc(-c3ccccc3Cl)nc(C(N)=O)c21
-21%	-11%	/	Oc1ccc(/C=N/Nc2cccc(Cl)n2)c(O)c1
-2%	-9%	5%	Cc1cc(NC(=O)CS(=O)(=O)c2ccc(Cl)cc2)no1
-3%	-2%	-1%	NC(=O)c1cnn(-c2ccc3ccccc3c2)c1N
-1%	/	5%	CCOC(=O)c1ccc(N2C(=O)c3n[nH]c(-c4cccs4)c3C2c2cccc(OC)c2)cc1 (stereo not drawn)
8%	?	/	O=C(N/N=C/c1c[nH]c2ccccc12)c1ccc(O)c(O)c1
-4%	11%	5%	O=C(CSCC(=O)N1CCCCC1)Nc1nc(-c2ccccc2)c(-c2ccccc2)s1
26%	7%	3%	CCOCCCNC(=O)C(NC(=O)c1ccc(=O)[nH]c1)c1ccc(C)cc1 (stereo not drawn)
-1%	-4%	1%	COc1cccc(N2CCN(c3ccc4nnc(CCC(=O)N5CCN(C)CC5)n4n3)CC2)c1
-2%	-8%	0%	COc1cccc(C(=O)Nc2sc3c(c2C#N)CCN(C(C)=O)C3)c1
-5%	7%	4%	COc1ccc(-n2nc(C(=O)NCC(=O)N3CCOCC3)c3ccccc3c2=O)cc1Cl
2%	10%	5%	CCN(CC)C(=O)c1cn(CCC#N)nc1-c1ccc2c(c1)OCCO2
19%	11%	3%	O=C1c2oc3ccc(F)cc3c(=O)c2C(c2cccc(O)c2)N1CCCN1CCOCC1 (stereo not drawn)
-5%	-1%	/	Cc1cccc(OCC(=O)NCC(=O)N/N=C/c2cc(Br)cc(Br)c2O)c1
-6%	-4%	2%	Clc1ccc(C[n+]2cc(-c3ccccc3)n3c2CCC3)cc1Cl

# An excerpt from above in order of count of non-hydrogen atoms, ascending:
FEN1 inh	N370S GC	TDP1 block	Structure
8%	?	/	O=C(N/N=C/c1c[nH]c2ccccc12)c1ccc(O)c(O)c1
-22%	/	4%	CCOC(=O)Cn1c(=O)n(-c2cccc(Cl)c2)c2nc(-c3ccccc3Cl)nc(C(N)=O)c21
-1%	-4%	1%	COc1cccc(N2CCN(c3ccc4nnc(CCC(=O)N5CCN(C)CC5)n4n3)CC2)c1

# A section taken from the entries so far:
FEN1 inh	N370S GC	TDP1 block	Structure
-8%	6%	1%	CC1CCN(Cc2ccc(NC(=O)CC3Oc4ccccc4NC3=O)cc2)CC1 (stereo not drawn)
/	24%	-8%[56.1 µM]	Cc1cccc(-c2cc(=O)c3cc(Br)ccc3o2)c1
-2%	?	/	COCCNC(=O)/C(C#N)=C/c1c(N2CCN(C)CC2)nc2c(C)cccn2c1=O
0%	5%	3%	CCc1ccc(NC(=O)c2cnn(-c3ccccc3)c2C2CCNCC2)cc1
-20%	9%	-5%	c1coc(C2=Nc3cccc4cccc(c34)N2)c1
-22%	/	4%	CCOC(=O)Cn1c(=O)n(-c2cccc(Cl)c2)c2nc(-c3ccccc3Cl)nc(C(N)=O)c21
-21%	-11%	/	Oc1ccc(/C=N/Nc2cccc(Cl)n2)c(O)c1
-2%	-9%	5%	Cc1cc(NC(=O)CS(=O)(=O)c2ccc(Cl)cc2)no1
-3%	-2%	-1%	NC(=O)c1cnn(-c2ccc3ccccc3c2)c1N
-1%	/	5%	CCOC(=O)c1ccc(N2C(=O)c3n[nH]c(-c4cccs4)c3C2c2cccc(OC)c2)cc1 (stereo not drawn)
8%	?	/	O=C(N/N=C/c1c[nH]c2ccccc12)c1ccc(O)c(O)c1
-4%	11%	5%	O=C(CSCC(=O)N1CCCCC1)Nc1nc(-c2ccccc2)c(-c2ccccc2)s1
26%	7%	3%	CCOCCCNC(=O)C(NC(=O)c1ccc(=O)[nH]c1)c1ccc(C)cc1 (stereo not drawn)
-1%	-4%	1%	COc1cccc(N2CCN(c3ccc4nnc(CCC(=O)N5CCN(C)CC5)n4n3)CC2)c1
-2%	-8%	0%	COc1cccc(C(=O)Nc2sc3c(c2C#N)CCN(C(C)=O)C3)c1
-5%	7%	4%	COc1ccc(-n2nc(C(=O)NCC(=O)N3CCOCC3)c3ccccc3c2=O)cc1Cl
2%	10%	5%	CCN(CC)C(=O)c1cn(CCC#N)nc1-c1ccc2c(c1)OCCO2

# The listing continues.
FEN1 inh	N370S GC	TDP1 block	Structure
1%	-10%	0%	C/C(Cc1ccccc1)=N\NC(=O)CNC(=O)c1ccccc1F
-24%	2%	12%	O=[N+]([O-])c1ccccc1N/N=C/c1c[nH]c2ccccc12
11%	-4%	2%[56.1 µM]	CCCCC1(c2ccc(F)cc2)NC(=O)N(CC(=O)N2CCN(C(=O)c3ccco3)CC2)C1=O (stereo not drawn)
0%	-19%	-2%	CC(C)CN(C(=O)COC(=O)CCCc1nc2ccccc2s1)c1c(N)n(Cc2ccccc2)c(=O)[nH]c1=O
1%	20%	2%	O=C(CN1C(=O)C2C3C=CC(C3)C2C1=O)Nc1cccc(S(=O)(=O)N2CCCC2)c1 (stereo not drawn)
-2%&-6%	-1%	-1%	OC(CN1CCOCC1)CN1CCOCC1
-16%	-12%	/	C[n+]1ccccc1/C=C/c1cc(Br)ccc1O
-4%	1%	-3%	CC1(C)Nc2ccccc2N(Cc2ccc([N+](=O)[O-])cc2)C1=O
-9%	-12%	0%	CN(C1CCCC1)C1CCN(C(=O)CNC(=O)/C=C/c2cccc(C(F)(F)F)c2)CC1
9%	5%	-2%	Cc1nnc(SCc2ccc(CC(=O)O)cc2)o1
12%	-9%	/	COc1cc(/C=N/N2C(C)CCCC2C)cc(OC)c1O (stereo not drawn)
-23%	1%	-3%	CC12CCC(C(=O)N3CCN(C(c4ccccc4)c4ccccc4)CC3)(OC1=O)C2(C)C (stereo not drawn)
-3%	/	1%	COc1ccc(CCn2c3c(c(=O)[nH]c2=S)CN(CC(C)C)CN3)cc1OC
-6%	5%	-2%	CCC(C)(C)NC(=O)COc1ccc(OCc2ccccc2)cc1
-3%	2%	6%	O=S(=O)(c1ccccc1)N1CCC(n2nnc3cc(F)ccc32)CC1
9%	/	11%	Cc1noc(Cn2c(=O)c3cc4c(cc3n(CC(=O)Nc3ccccc3Br)c2=O)OCO4)n1
0%	-7%	/	COc1cc(OC)cc(C(=O)NC(=S)Nc2nc(-c3cc4ccccc4o3)cs2)c1
-3%	-6%	7%	O=C(CN1CCN(c2ccccc2)CC1)Nc1cccc([N+](=O)[O-])c1
-3%	/	2%	CCC(=O)N1c2ccc(S(=O)(=O)NCc3ccc(F)cc3)cc2CC1C (stereo not drawn)
-2%	-9%	-3%	O=C1CCCN1CC1CCCN(Cc2nc(COc3ccccc3)no2)C1 (stereo not drawn)
-3%	-24%	0%	COc1cc(C(=O)Nc2ccc(O)cc2)ccc1OC(C)=O
10%	-4%	0%	COc1cccc(NC(=O)[C@@H]2CCCN2S(=O)(=O)c2cccc3cccnc23)c1
-3%	2%	2%	O=S(=O)(NCc1cccnc1)c1cccc2nsnc12
0%	5%	4%	CSc1nnc2c3ccccc3n(Cc3ccccc3)c2n1
3%	-4%	3%	COc1cc(/C=C2\SC(=Nc3c(C)n(C)n(-c4ccccc4)c3=O)NC2=O)ccc1O
13%	0%	12%	Cc1c(OC(C)C(=O)NCCCN2CCOCC2)ccc2c1oc(=O)c1ccccc12 (stereo not drawn)
56µM*	/	3%	COc1ccc(NS(=O)(=O)c2ccc(O)c(NC(=O)c3cc4c(C)nn(-c5ccc(F)cc5)c4s3)c2)cc1
-1%	-1%	1%	Cc1ccc(NC(=O)c2sccc2C)cc1S(=O)(=O)N(C)C
-4%&-9%	1%	1%&0%	CCOCCCNC(=O)CN1C(=O)COc2ccc(S(=O)(=O)N3CCCC3)cc21
4%	-4%	-2%	COc1cccc(C2CC(C(F)(F)F)n3ncc(C(=O)Nc4c(C)n(C)n(-c5ccccc5)c4=O)c3N2)c1 (stereo not drawn)
-8%	-2%	5%	O=C(NC1CCSc2ccccc21)c1ccc(C(F)(F)F)cc1 (stereo not drawn)
14%	/	/	O=C(O)c1sccc1Oc1ccc(NS(=O)(=O)c2cccc(F)c2)cc1
-1%	9%	/	CC1CCc2sc3c(c2C1)c(=O)n(CC(=O)O)c(=O)n3Cc1ccc(Cl)cc1 (stereo not drawn)
-2%	3%	0%	Cc1ccc2cc(N)ccc2n1
21%	/	3%	CCCS(=O)(=O)N1CCCC(C(=O)NCCOC)C1 (stereo not drawn)
7%	-16%	6%	COc1ccc(C2C(C#N)=C(N)Nc3nc4ccccc4n32)cc1 (stereo not drawn)

# No enrichment for hits. About 0.57% of those tested had a hit in this group.
